M1 PAM parental: nonselective activator or artifact in parental CHO-K1 calcium assay; ATP EC20, Fluo-8 calcium fluorescence; 0% at ATP EC20, 100% at ATP max; activation, % at 3 µM; hit rate 0.02% among 360,000;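 active = activation above the run cutoff, the mean activation of all test compounds plus 3 SD, cut at about 40% in these data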;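 also: peak over basal fluorescence ratio in a 140 s read after ATP addition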
TAAR1 antagonist: antagonists of human TAAR1; Q96RJ0; CHO RD-HGA16 TAAR1, Fluo-8 calcium fluorescence, antagonist; inhibition, % at 3 µM; hit rate 1.5% among 360,000;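 active = inhibition above a per-plate cutoff, the mean inhibition of test compounds on that plate plus 3 SD, cut at about 49% in these data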;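 also: 0% = DMSO plus EC80 beta-PEA response and 100% = DMSO alone without agonist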
Target sequence (Q96RJ0 whole entry, looked up): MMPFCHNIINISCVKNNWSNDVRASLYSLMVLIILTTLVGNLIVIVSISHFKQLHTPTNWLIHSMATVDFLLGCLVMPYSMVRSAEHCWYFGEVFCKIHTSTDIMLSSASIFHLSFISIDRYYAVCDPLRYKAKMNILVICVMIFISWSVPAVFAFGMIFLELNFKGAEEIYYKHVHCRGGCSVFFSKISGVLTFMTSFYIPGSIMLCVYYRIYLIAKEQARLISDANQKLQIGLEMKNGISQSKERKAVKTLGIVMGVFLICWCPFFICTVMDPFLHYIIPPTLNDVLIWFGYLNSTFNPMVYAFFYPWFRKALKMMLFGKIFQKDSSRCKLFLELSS
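Assay system: RD-HGA16 CHO cells with stable hTAAR1 and Gα16 / Reagent: EC80 β-phenethylamine stimulus / Doses: 3 µM, single point / Timing: dye loading 75 min at 37 °C, then 30 min room temperature / Measured by: Fluo-8 intracellular calcium dye fluorescence, real-time kinetic reads / Controls: vehicle wells and EC80 agonist wells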
M1 ag parental: M1 agonist counterscreen hit in parental CHO-K1 cells; Fluo-8 calcium fluorescence; scaled to maximal ATP response, vehicle zero; activation, % at 3 µM; hit rate 0.48% among 360,000; in the data active = activation above about 15%;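 also: untransfected CHO-K1 host cells lacking M1 receptor as counterscreen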
TAAR1 agonist: human TAAR1 agonism; activation, % at 3 µM; AID 624467; CHO RD-HGA16 TAAR1, Fluo-8 calcium fluorescence; vehicle wells 0%, saturating PEA agonist 100%; Q96RJ0; hit rate 0.99% among 360,000;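 active = activation above the mean activation of all test compounds in the run plus 3 SD, cut at about 38% in these data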
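Benchmarks: low control DMSO, high control PEA (EC100); System: CHO RD-HGA16 cells carrying human TAAR1 plus Gα16; Detection: Fluo-8 fluorescence, 5 s baseline then 140 s kinetic read; Schedule: 17-24 h plating, Fluo-8 75 min 37 °C, 30 min RT; Read-out basis: % activation from peak over basal fluorescence ratio, DMSO-to-PEA scaled.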
M1 antag: antagonists of human M1 muscarinic receptor. CHO-K1 hM1, Fluo-8 calcium fluorescence, ACh EC80 antagonist. inhibition, % at 3 µM. hit rate 1.3% among 360,000. AID 588852;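 active = percent inhibition above its own plate's cutoff, namely the mean of that plate's compound wells plus 3 SD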;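 also: peak over basal fluorescence ratio during 140 s after agonist addition; 0% = ACh EC80 plus DMSO and 100% = DMSO alone without agonist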
OXTR potentiator: human OXTR potentiation. P30559. CHO-OTR cells, Fluo-8 calcium fluorescence, potentiator mode; 0% = oxytocin EC15, 100% = EC100. activation, % at 3 µM. hit rate 0.061% among 320,000. AID 2445;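 active = activation above that plate's cutoff, the mean activation of tested compounds plus 3 SD, cut at about 6.6% in these data, passing the limit was not always enough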;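 also: 100% uses oxytocin at 75 nM as the full agonist control; some results filed as inactive read as strong as hits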
Target sequence (P30559 whole entry, looked up): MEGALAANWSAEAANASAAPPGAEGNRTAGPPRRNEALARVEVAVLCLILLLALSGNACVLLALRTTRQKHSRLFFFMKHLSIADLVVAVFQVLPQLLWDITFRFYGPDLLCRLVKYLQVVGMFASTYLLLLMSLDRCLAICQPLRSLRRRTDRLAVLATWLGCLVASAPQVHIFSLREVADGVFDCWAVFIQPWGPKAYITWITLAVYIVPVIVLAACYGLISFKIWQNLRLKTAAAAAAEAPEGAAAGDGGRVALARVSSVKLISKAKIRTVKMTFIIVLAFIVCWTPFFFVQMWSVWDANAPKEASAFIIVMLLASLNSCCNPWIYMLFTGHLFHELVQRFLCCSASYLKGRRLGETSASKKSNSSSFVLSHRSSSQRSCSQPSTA
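Replication – single well per compound, singlicate · Assay system – CHO cell line stably expressing human OTR · Timing – 6 min pre-incubation, 100 s read · Measure – normalized max/min fluorescence ratio, % activation · Doses – 3.0 µM, one dose · Detection – Fluo-8 calcium dye fluorescence · Probe or stimulus – oxytocin near EC15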
CHRM1 agonist: agonists of human M1 muscarinic receptor. P11229. CHO-K1 hM1, Fluo-8 calcium fluorescence, agonist mode; 0% DMSO, 100% acetylcholine EC100. activation, % at 3 µM. hit rate 0.33% among 360,000. AID 588814;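 active = activation above the run's mean compound activation plus 3 SD, cut at about 16% in these data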;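 also: peak over basal fluorescence ratio within a 140 s kinetic read after compound addition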
CHO parental Ca: counter-screen: ATP calcium response change in parental CHO cells | parental CHO-K1, ATP-induced calcium, Fluo-8 fluorescence | inhibition, % at 5.6 µM | hit rate 0.63% among 330,000;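 active = inhibition above that plate's mean sample inhibition plus 3 SD, cut at about 26% in these data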;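 also: 0% = ATP-challenged DMSO wells and 100% = DMSO wells without ATP; some compounds past the cut are filed as inactive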
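Test system: untransfected parental CHO cell line. Compound: one dose, 5.6 µM nominal. Detection: intracellular calcium via Fluo-8 no-wash fluorescent dye. Measure: % inhibition. Benchmarks: ATP-challenged DMSO wells low, unchallenged DMSO wells high.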
CHO-K1 Ca antag: counter-screen for M1 antagonists: effect in parental CHO-K1 cells. hit rate 0.6% among 360,000. inhibition, % at 3 µM. AID 602250. ATP-induced calcium, Fluo-8 fluorescence;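 active = inhibition above a per-plate cutoff, the plate's mean sample inhibition plus 3 SD, cut at about 24% in these data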;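 also: 0% = DMSO plus EC80 ATP and 100% = DMSO alone without ATP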
An asterisk follows results filed as active; x = no result given.

SMILES	M1 PAM parental	TAAR1 antagonist	M1 ag parental	TAAR1 agonist	M1 antag	OXTR potentiator	CHRM1 agonist	CHO parental Ca	CHO-K1 Ca antag
CCN(CC)S(=O)(=O)c1ccc(OC)c(NC(=O)C2CC(=O)N(c3ccc4c(c3)OCCO4)C2)c1 (configuration not stated)	9	-34	0.2	-2	-22	0	0	-9	-2
CC1CC(=S)Nc2ccccc2S1 (configuration not stated)	1	-1	-0.1	-1	-2	7	-3	-9	2
CC(NC(=S)Nc1ccc(OC(F)F)cc1)c1ccc(F)cc1 (configuration not stated)	-1	32	18*	22	20	-32	6	15	1
Cc1ccc2c(c1)NC(=O)[C@@]1(C)[C@@H](c3ccccc3)[C@H]3COc4ccc(Cl)cc4[C@@H]3N1C2=O	11	-2	0.5	7	-2	-5	-4	-12	-15
COc1ccc(Cc2nnc(SC(C)C(=O)Nc3ccc(F)cc3Cl)o2)cc1 (configuration not stated)	9	-16	0.5	-1	-14	-9	-4	-15	0
O=C(c1ccccc1)N1N=C(c2ccc(F)cc2)CC1(O)C(F)(F)F (configuration not stated)	-3	-7	-0.5	2	-6	-1	-6	-7	-14
Fc1ccc(-c2cn3cc(C(F)(F)F)cc(Cl)c3n2)cc1	-6	9	0.2	9	-1	-1	-6	-13	10
COc1ccc(C(=O)CSc2nnc(CCc3ccccc3)n2-c2ccccc2)cc1	24	5	1.4	9	-4	-9	-6	-20	-18
CCOc1ccccc1OCCCC(=O)N(C)CC(=O)Nc1cc(C)ccc1C	5	-3	0.7	1	7	5	-4	-18	-13
CCn1cc(C(=O)O)c(=O)c2cc(S(=O)(=O)N3CCCCCC3)ccc21	-6	-23	-0.3	2	4	-6	-4	-7	-2
Cc1ccc(-c2csc(NC3OC(=O)c4ccccc43)n2)cc1 (configuration not stated)	4	16	2.2	4	5	-9	0	-4	-3
CC(=O)c1ccc(NC(=O)/C(=C\c2ccco2)NC(=O)c2ccco2)cc1	4	3	1.8	1	-3	-7	-1	-18	-10
CCN(CC(=O)Nc1ccccc1OC)C(=O)CSCc1c(C)noc1C	-10	-1	0.2	1	-8	-5	-2	-8	5
COc1cc2[nH]c(=S)nc(NCc3cccnc3)c2cc1OC	12	-1	0.4	3	-4	0	4	-12	-3
CCc1nnc(NC(=O)CSc2nnc(Cc3ccccc3)o2)s1	4	-6	0.2	-1	-8	-6	2	-20	8
COc1cccc(N(C(=O)c2sc(C)nc2C)C(C(=O)NCC2CCCO2)c2ccccc2)c1 (configuration not stated)	-5	-5	5.3	0	-17	5	-1	-12	27*
O=C(O)CSCC(=O)Nc1ccccc1SCCS(=O)(=O)c1ccc(Cl)cc1	10	-15	1.4	5	-14	x	-5	x	-6
CC(/C=C/c1ccco1)=N\NC(=O)CNc1cccc(C)c1	8	-9	1.0	5	-12	-20	2	-9	-8
CCCCN1C(=N)N([C@@H](CCC)CN2CCC[C@H]2CN2C(N)=NC[C@@H]2Cc2ccccc2)C[C@H]1Cc1ccccc1	17	-7	-0.2	3	36*	-3	-13	-8	-15
O=C(CCS(=O)(=O)c1cccc2nsnc12)NC1CCCCC1	25	-5	0.9	6	-2	-18	-4	-16	-18

In the list so far, 2 have a furan ring, fused or not:
SMILES	M1 PAM parental	TAAR1 antagonist	M1 ag parental	TAAR1 agonist	M1 antag	OXTR potentiator	CHRM1 agonist	CHO parental Ca	CHO-K1 Ca antag
CC(=O)c1ccc(NC(=O)/C(=C\c2ccco2)NC(=O)c2ccco2)cc1	4	3	1.8	1	-3	-7	-1	-18	-10
CC(/C=C/c1ccco1)=N\NC(=O)CNc1cccc(C)c1	8	-9	1.0	5	-12	-20	2	-9	-8

Continuation.
SMILES	M1 PAM parental	TAAR1 antagonist	M1 ag parental	TAAR1 agonist	M1 antag	OXTR potentiator	CHRM1 agonist	CHO parental Ca	CHO-K1 Ca antag
O=C(N[C@H]1CCC(=O)N(CCSc2ccc(Br)cc2)CC1)OCc1ccccc1	-17	19	1.2	10	18	-8	-1	-3	3
C=CCN(c1cccc(C(F)(F)F)c1)S(=O)(=O)c1cccc(C(=O)OCC(=O)NC)c1	18	6	0.7	2	-9	-5	-6	-16	-6
O=C(Nc1ccc(Cl)c(S(=O)(=O)N2CCOCC2)c1)c1ccccn1	-12	20	2.1	8	-3	-10	0	-15	-4
O=C(COc1ccccc1)N[C@@H]1c2ccccc2CC[C@@H]1O	12	11	0.4	0	-3	x	-2	-7	-13
Cn1c(=O)n(C)c2cc(NC(=O)c3cc4ccccc4o3)ccc21	-5	-10	1.2	7	-2	-4	-4	-6	8
COc1ccc(NC(=O)c2ccco2)cc1NC(=O)c1cccnc1	22	-1	0.8	8	7	-5	-4	-9	-11
C[C@H]1CN([C@@H](C)CO)C(=O)Cc2cc(NC(=O)C3CC3)ccc2O[C@H]1CN(C)Cc1ccc(C(=O)O)cc1	-16	13	-0.1	4	11	4	-3	-7	0
CCOC(=O)Nc1nc2ccccc2s1	8	10	2.4	0	-7	-5	0	-6	-16
O=C1C(Cc2ccccc2)NC(=S)N1c1ccccc1 (configuration not stated)	18	-26	1.8	1	-8	-4	-6	-4	-11
CCCCc1c(C)nc(N2CCCC2)[nH]c1=O	16	-10	0.1	0	-2	1	-4	-8	-3
CCOc1nc(Nc2ccc(F)cc2)nc(N2CCN(c3ccc(OC)cc3)CC2)n1	8	-5	0.0	1	-4	1	-4	-13	-8
O=c1c2ccccc2nc2n1CCc1ccc(Br)cc1-2	14	-19	-0.4	0	-10	x	7	x	4
O=S(=O)(Nc1cccc(F)c1)c1ccc(S(=O)(=O)N2CCOCC2)cc1	22	4	4.9	26	-13	x	8	x	-3
Cn1c(N)c(C(=O)COC(=O)CSc2ccccc2)c(=O)n(C)c1=O	-14	-9	1.8	4	-10	-2	-3	-4	18
COc1ccc([N+](=O)[O-])cc1N(CC(=O)NC1CCCC1)S(C)(=O)=O	5	0	-0.7	5	0	1	-7	-14	-1
CC(C)CC(=O)Nc1ccc(Cc2ccncc2)cc1	14	-5	1.6	1	-17	-15	-4	3	-4
FC(F)(F)c1cc(-c2ccccn2)nc2cc(-c3ccccc3)nn12	11	-15	1.0	3	-8	-9	-3	-10	-22
CCc1ccc(N2CC(C(=O)N3CCN(S(=O)(=O)c4cccc(F)c4)CC3)CC2=O)cc1 (configuration not stated)	9	6	2.6	2	-10	x	-4	x	-4
Cc1cc2c(c(Sc3ccccc3)n1)C(=O)OC2	-5	-15	0.1	-1	-8	-1	-7	6	-3
COc1ccc(OCc2nnc(SCC(=O)N3CCOCC3)o2)cc1	22	12	1.9	6	5	0	-8	-9	-13
C[C@@H]1CC[C@@]2(O[C@H](CCO)C[C@@H](O)[C@@H]2O)O1	5	4	5.4	15	10	4	-5	-3	4
CCOC(=O)C1CCN(C(=O)c2ccc3c(=O)n4nc(Nc5ccccc5OC)sc4nc3c2)CC1	3	22	0.9	4	1	x	-8	x	-2
Cc1ccc(S(=O)(=O)N2CCCC2C(=O)NCc2ccccc2F)cc1 (configuration not stated)	6	-14	0.2	1	-10	-3	-2	-17	-8
CCOC(=O)Cn1c(=O)c2c(nc3n2CCN3Cc2ccccc2)n(C)c1=O	8	4	0.2	11	-18	4	-2	-10	-9
Cc1cccc(N2CCN(c3ccc4cc(S(=O)(=O)N5CCCCC5)ccc4n3)CC2C)c1 (configuration not stated)	25	-9	0.8	0	-5	-18	0	-3	-12
Cc1c(NC(=O)CSc2nc3ccccc3[nH]2)c(=O)n(-c2ccccc2)n1C	13	-9	0.4	1	-14	-5	-4	-21	-15
Cn1c(=O)c(C(=O)CSc2ccccc2)c(N)n(Cc2ccccc2)c1=O	-10	-8	-0.3	23	10	-9	-16	-8	-2
Cc1cccc(C(=O)N[C@H](C(=O)OCC(=O)NC(=O)c2cccn2C)C(C)C)c1	24	2	1.2	8	-10	-9	-6	-21	-5
O=C(/C=N/O)Nc1ccccc1C(=O)O	5	-6	-0.3	2	-15	1	-4	-6	-6
O=C(/C=C/c1ccccc1)N1CCCN(C(=O)/C=C/c2ccccc2)CC1	21	10	1.1	8	-5	10	-6	0	-9
Cc1cc(N/N=C\c2ccc(Br)cc2)nc(-n2nc(C)cc2C)n1	-13	-32	0.1	1	-30	-1	-2	-3	-6

A different layout for some results above:
structure,M1 PAM parental,TAAR1 antagonist,M1 ag parental,TAAR1 agonist,M1 antag,OXTR potentiator,CHRM1 agonist,CHO parental Ca,CHO-K1 Ca antag
Cn1c(=O)c(C(=O)CSc2ccccc2)c(N)n(Cc2ccccc2)c1=O,-10,-8,-0.3,23,10,-9,-16,-8,-2
Cc1cccc(C(=O)N[C@H](C(=O)OCC(=O)NC(=O)c2cccn2C)C(C)C)c1,24,2,1.2,8,-10,-9,-6,-21,-5

Three of the entries above in order of their number in M1 antag, smallest number first.
Structure | M1 antag
Cc1cccc(C(=O)N[C@H](C(=O)OCC(=O)NC(=O)c2cccn2C)C(C)C)c1 | -10
O=C(/C=C/c1ccccc1)N1CCCN(C(=O)/C=C/c2ccccc2)CC1 | -5
C[C@@H]1CC[C@@]2(O[C@H](CCO)C[C@@H](O)[C@@H]2O)O1 | 10

Screening data (PubChem BioAssay)

Rows are unselected. Share with any hit: about 4.2%.
